# Screening data (PubChem BioAssay)
# Lipid storage S3: qHTS Assay for Lipid Storage Modulators in Drosophila S3 Cells; Drosophila S3 cells, BODIPY lipid droplet fluorescence, 18-24 h; cells fed with added oleic acid; AID 2685; 0.64% of 320,000 active; Potency in µM for hits, for the others lipid storage change, negative = inhibition, % at the top dose, mostly 46.1 µM; active means well fitted inhibition curve with a large enough effect in the signal ratio, with a control signal flat, not every such curve was filed as active; inconclusive means small, poorly fitted or top-dose-only effect, or effect the other way, or a change in a side signal; the % refers to the signal ratio
#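 Laser-scanning cytometry quantifies lipid droplet accumulation (500–530 nm total intensity; droplet/cell object ratio) in oleic acid-fed (400 uM added) Drosophila S3 cells treated with a concentration series. 20 uM Triacsin C defined 100% inhibition.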
# Lipid storage S3 cell count max: recorded beside Lipid storage S3, whose call it bears; cell number change, %; measured here: cell count max response;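 cells counted by Cell Tracker Red CMTPX staining in the red channel; peak over a dose series mostly up to 46.1 µM; percent activity relative to internal control wells on each plate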
# * marks the source's active call; other numbers are inactive results; i = inactive; ? = inconclusive; nt = no result given; & = joins results of further samples. On the % scale 0 is the no-effect control and ±100 the full control effect; potency means the concentration at half of the fitted maximal effect. An excerpt; count on the stated rates, not on these rows.
SMILES,Lipid storage S3,Lipid storage S3 cell count max
COCCNCCCOc1ccc(Br)cc1Cl,?,nt
CCOC(=O)C1(C)NC(c2cc(OC)c(OC)c(OC)c2)C2C(=O)N(CC)C(=O)C21 (stereo not drawn),11.2%,8.6
O=C(NCc1cccc2[nH]ccc12)C1CCC(=O)N(CCc2ccccc2)C1 (stereo not drawn),i,1.4
COC(=O)c1cc2ccsc2n1Cc1nc(-c2cccc(Cl)c2)oc1C,?,nt
COc1ccc(NC(=O)C2CCCN(S(=O)(=O)c3ccccc3)C2)c(OC)c1 (stereo not drawn),?,nt
CC1CCC2C(=O)N(c3ccccc3OC(=O)c3ccccc3)C(=O)C2C1 (stereo not drawn),-4.1%,7.8
COc1ccc(C(=O)NCC(O)COc2ccc(C(C)(C)C)cc2)cc1[N+](=O)[O-] (stereo not drawn),?,nt
CC(=O)Nc1ccc(NC(=O)C(C)OC(=O)C(C)SCC(=O)Nc2ccc(F)cc2)cc1 (stereo not drawn),i,-5.7
O=C1CCC(=O)N1OCCCOc1ccccc1,?,nt
N=c1ccn2c(n1)O[C@H]1[C@H](O)[C@@H](CO)O[C@H]12,-1.0%,-5.7
O=C(NNC(=O)c1n[nH]c(=O)c2ccccc12)c1ccc(Br)cc1,-1.6%,-2.7
O=C(Cc1ccccc1[N+](=O)[O-])NC1CCN(Cc2ccccc2)CC1,?,nt
CCCn1c(C)cc(/C=C(\C#N)C(=O)OCC(=O)Nc2cccc(OC)c2)c1C,?,nt
Cc1cnc(C(=O)Nc2nc(-c3ccccc3)cs2)cn1,2.2%,-5.1
CC1CN(c2oc(-c3cccs3)nc2C#N)CC(C)O1 (stereo not drawn),-18.6%,-11.7

# A draw from above in order of SMILES length, smallest number first:
SMILES,Lipid storage S3,Lipid storage S3 cell count max
O=C1CCC(=O)N1OCCCOc1ccccc1,?,nt
CC1CN(c2oc(-c3cccs3)nc2C#N)CC(C)O1 (stereo not drawn),-18.6%,-11.7
COC(=O)c1cc2ccsc2n1Cc1nc(-c2cccc(Cl)c2)oc1C,?,nt
CC1CCC2C(=O)N(c3ccccc3OC(=O)c3ccccc3)C(=O)C2C1 (stereo not drawn),-4.1%,7.8
CC(=O)Nc1ccc(NC(=O)C(C)OC(=O)C(C)SCC(=O)Nc2ccc(F)cc2)cc1 (stereo not drawn),i,-5.7

# Continuation:
SMILES,Lipid storage S3,Lipid storage S3 cell count max
Cc1ccccc1-n1ccnc1SCC(=O)O,?,nt
N#C/C(=N\O)c1nc(-c2ccccc2)cs1,8.3%&21.7%,-1.1&8.9
CC(=O)N(CC(C)(C)CC=C(C)C)c1ccccc1,i,-7.6
COc1ccc(C)cc1N(C(=O)c1ccccc1)c1nc2ccccc2s1,4.1%,-6.2
COC(=O)c1ccc(/C=N/NC(=O)CC(=O)NC2CCCCC2)cc1,?,nt
O=C(N/N=C/c1ccc(Cl)c([N+](=O)[O-])c1)C1CC1,?,nt
Cc1ccc(-c2nc(SCC(=O)Nc3cc(S(=O)(=O)N4CCCCC4)ccc3Cl)n[nH]2)cc1,?,nt
CN1CCC2(CC1)NC(=O)NC2=O,?,nt
Cc1cc(C(=O)NC(=S)Nc2cccc(NC(=O)C(C)C)c2)ccc1[N+](=O)[O-],?,nt
COc1ccccc1CC(=O)Nc1ccc(S(=O)(=O)N2CCN(C)CC2)cc1,5.1%,1.4
COc1ccc2ncc(OC(C)=O)cc2c1,-3.4%,-1.1
CCc1nn(CCCC(=O)NCc2ccc(OC(C)C)cc2)c(=O)c2cc3occc3n12,?,nt
COc1ccc(-c2c(NC(=O)CC(C)C)n(C)c3ccccc3c2=O)cc1OC,9.7%,-3.4
O=C(COC(=O)c1cccs1)Nc1ccccc1C(F)(F)F,-1.5%,-6.3
CCCCNC(=O)Cn1cnc2sc(C)c(S(=O)(=O)N3CCN(c4ncccn4)CC3)c2c1=O,8.1%,12.2
C=CCn1c(=O)c(C(=O)Nc2ccc(C)cn2)c(O)c2ccccc21,i,nt
CCC1=C(OC(=O)N(CC)CC)N2C(=O)OC(=NCCc3c[nH]c4ccccc34)[C@]2(Cc2ccccc2)[C@H]2C1=CC[C@H]1C(=O)N(CC(=O)OC)C(=O)[C@H]12,4.8%,9.4
O=c1cc(CN2CCN(Cc3ccccc3)CC2)c2cc(Cl)ccc2o1,16.8%,-0.4
O=[N+]([O-])c1cccc(S(=O)(=O)c2ccc(NCCOCCO)c([N+](=O)[O-])c2)c1,?,nt
Cc1ccc(NC(=O)CN2C(=O)N/C(=C\c3cccnc3)C2=O)cc1,?,nt
COc1ccc(N(CC(=O)Nc2ccccc2F)S(=O)(=O)c2ccc(C)c([N+](=O)[O-])c2)cc1,?,nt
Cc1cccc(NC(=O)c2ccc(-c3ccccc3[N+](=O)[O-])o2)c1,3.5%,15.3
O/N=C1/CC/C(=N\O)c2nn(-c3ccccc3)nc21,?,nt
CCn1cc(C(=O)OC)c(=O)c2ccc(C)nc21,-1.5%,4.2
O=C(O)c1ccc(CNCc2cccc(Oc3ccccc3)c2)cc1,-7.6%,-7.6
COc1ccc(N2C(=O)CC(N3CCN(S(=O)(=O)c4c(F)cccc4F)CC3)C2=O)cc1OC (stereo not drawn),i,nt
CN1CCc2c(C#N)c(N3CCCCC3)nc(NCc3ccccc3)c2C1,?,nt
Cc1ccc(C(=O)NCCSc2ccc(Cl)cc2)cc1S(=O)(=O)Nc1ccccc1,?,nt
CN(C)/C=N/C1=C(C#N)C(c2ccc(Br)cc2)c2ccc3ccccc3c2O1 (stereo not drawn),12.2%,14.4
CCOc1cc(C)c(S(=O)(=O)Nc2ccc(Cl)cn2)cc1C,i,-12.8
COc1ccc(C(=O)Nc2cccc(C(=O)N3CCCCC3)c2)cc1,i,-12.7
Cc1ccc(CN2CCN(Cc3c(C)nn(-c4ccc(F)cc4)c3C)CC2CCO)o1 (stereo not drawn),i,4.1
CC1(C)C2CCC1(C)C(OC(=O)c1ccccc1C(=O)O)C2 (stereo not drawn),-16.6%,5.9
Cc1ccc(S(=O)(=O)N2CCCCC2)cc1NC(=O)c1cnccn1,?,nt
COc1ccc(C(=O)/C=C\c2ccc(NC(=O)c3cccs3)cc2)cc1,?,nt
Cc1cc(=O)oc2cc(OCCSc3nnc(-c4ccccc4)o3)ccc12,-15.0%,-23.2
Cc1cccc(C)c1NC(=O)CNC(=O)C1CCCN(C(=O)c2ccc(Cl)cc2)C1 (stereo not drawn),10.7%,1.5
CC(Oc1ccccc1F)C(=O)NNC(=O)c1ccc(F)c(S(=O)(=O)N2CCOCC2)c1 (stereo not drawn),?,nt
O=C(Cn1ncc(Cl)c(Cl)c1=O)N1CCN(S(=O)(=O)c2ccc3ccccc3c2)CC1,?,nt
COc1ccc(OC(=O)C2CC(=O)N(c3ccc(C)cc3)C2)cc1 (stereo not drawn),?,nt
COCCNC(=O)CN(C(=O)CCC(=O)Nc1ccccn1)c1ccc(F)cc1,14.5%,11.4
c1ccc2c(N3CCOCC3)c3c(nc2c1)CCC3,?,nt
O=C(CSC1=Nc2ccccc2C2=NC(CC(=O)NCc3ccco3)C(=O)N12)NCC1CCCO1 (stereo not drawn),10.1%,-2.2
OCCCNC(=S)Nc1ccc2nccnc2c1,?,nt
Cc1nccn1-c1ccc(C(F)(F)F)cc1NC=O,?,nt
O=C(NC1CCN(Cc2ccccc2)CC1)C1COc2ccccc2O1 (stereo not drawn),?,nt
CCC(C)(C(=O)NC1CCCC1)N(C(=O)CC1NC(=O)NC1=O)c1ccc(C)cc1 (stereo not drawn),?,nt
CC1CCN(C(=O)Cn2nnc(-c3ccc(N)cc3)n2)CC1,?,nt
Cc1ccc(OCCn2cnc3c(N)ncnc32)cc1,?,nt
CCC(C)(C)NC(=O)C(c1ccc(OC)cc1)N(C(=O)CCC(=O)Nc1cc(C)on1)c1ccc(F)cc1 (stereo not drawn),?,nt
CCOC(=O)C1(Cc2cccc(OC)c2)CCCN(Cc2ccc(NC(C)=O)cc2)C1 (stereo not drawn),7.6%,14.1
CC(C)c1nnc(NC(=O)COc2ccccc2[N+](=O)[O-])s1,9.9%,0.1
CN(C)CCCN(C(=O)CCc1ccccc1)c1nc2ccc(Br)cc2s1,?,nt
CCCCn1nnnc1NCc1ccc(N2CCCC2)cc1,i,nt
O=C(OCC(=O)N1CCN(c2cccc(Cl)c2)CC1)c1ccco1,?,nt
COc1ccc(C)cc1NC(=O)CSc1nnc(-c2ccc(OC)c(OC)c2)n1N,?,nt
Cc1cc(Nc2cccc(F)c2)nc(NCc2ccccc2)n1,?,nt
O=[N+]([O-])c1cc(/C=N\O)ccc1Oc1ccc(F)cc1,?,nt
CCc1nnc(SCc2ccc(OC)c(Br)c2)n1N,?,nt
CS(=O)(=O)N1CCc2ccccc2C1,-0.1%,1.6

# The list goes on.
SMILES,Lipid storage S3,Lipid storage S3 cell count max
CSc1ccccc1OCc1cc(C(=O)N2CCN(c3ncccn3)CC2)no1,?,nt
Cc1ccc(C(=O)NCC(=O)OCC(=O)c2c(N)n(C)c(=O)n(C)c2=O)s1,19.8%,-4.2
NS(=O)(=O)c1cccc(NC(=O)COC(=O)Cc2ccc(Cl)cc2)c1,10.2%,16.9
CN(Cc1nccn1C)C(=O)C1CCC(=O)N(CCc2ccc(Cl)cc2)C1 (stereo not drawn),?,nt
COc1ccc(N2C(=O)C(=O)/C(=C(/O)c3ccc(C)cc3)C2c2cccnc2)cc1 (stereo not drawn),?,nt
CSCC[C@H](NC(=O)Cc1ccc(Cl)cc1)C(=O)N1CCC2(CC1)NCCc1[nH]cnc12,-19.2%,nt
CSc1ncccc1C(=O)OCc1ccccc1,19.8%,-1.6
CCC(C)NS(=O)(=O)c1ccc(S(=O)(=O)N(CCc2ccc(OC)c(OC)c2)Cc2cccs2)cc1 (stereo not drawn),?,nt
NC(=O)C1CN(S(=O)(=O)c2ccc(Cl)cc2F)c2ccccc2O1 (stereo not drawn),i,nt
CCOC(=O)CCc1c(C)nc2cc(C3CCCN(C(=O)OC(C)(C)C)C3)[nH]n2c1=O (stereo not drawn),-4.8%,13.0
COc1cscc1C(N)=O,?,nt
Cc1ccc(-n2c(=O)c3c(n4cnnc24)-c2ccccc2CC32CCCCC2)cc1,?,nt
CCOC(=O)c1c(-c2ccccc2)csc1NC(=O)c1cc(S(=O)(=O)N2CCOCC2)ccc1C,?,nt
Cc1cccc(OCC(=O)NCC(=O)N/N=C/c2ccc(N(C)C)cc2)c1,i,nt
Cc1ccc(N2C(=O)N(CC(=O)N3CCOCC3)C(=O)C2C)cc1 (stereo not drawn),-2.1%,8.5

# Fetched by compound from the entries so far (5):
SMILES,Lipid storage S3,Lipid storage S3 cell count max
O=C(Cn1ncc(Cl)c(Cl)c1=O)N1CCN(S(=O)(=O)c2ccc3ccccc3c2)CC1,?,nt
COc1ccc(NC(=O)C2CCCN(S(=O)(=O)c3ccccc3)C2)c(OC)c1 (stereo not drawn),?,nt
Cc1ccc(-n2c(=O)c3c(n4cnnc24)-c2ccccc2CC32CCCCC2)cc1,?,nt
CSCC[C@H](NC(=O)Cc1ccc(Cl)cc1)C(=O)N1CCC2(CC1)NCCc1[nH]cnc12,-19.2%,nt
Cc1ccc(S(=O)(=O)N2CCCCC2)cc1NC(=O)c1cnccn1,?,nt

# Remaining list, next part:
SMILES,Lipid storage S3,Lipid storage S3 cell count max
COc1ccc(NS(=O)(=O)c2cc(NC(=O)COc3ccccc3F)ccc2OC)cc1,1.64µM*,-1.3*
CCCN1CCC(=O)N([C@H](CO)CC(C)C)CC1,10.2%,2.3
CCc1nc2ccc(C(=O)Nc3ccc4c(c3)OCO4)cc2nc1CC,4.4%,2.0
CCN(C(=O)c1sc(N)c(C#N)c1C)C1CCCCC1,14.8%,11.4
NC(=O)CSCc1cccc(Br)c1,12.0%,19.4
Cc1cc(NC(=O)CCC(=O)N(CC(=O)NC2CCCC2)Cc2ccc3c(c2)OCO3)no1,?,nt
CCn1c(CC(=O)Nc2ccc(C)cc2)nnc1SCC(=O)N1CCOCC1,-9.3%,19.8
O=C(Cn1c(=O)oc2cc(S(=O)(=O)N3CCCCC3)ccc21)N1CCCCC1,24.0%,-15.8
CCC(=O)Nc1cc(-c2nn3c(C)nnc3s2)ccc1C,?,nt
CCc1ccccc1NC(=S)N(Cc1ccc(C(=O)O)cc1)Cc1ccc(OC)c(OC)c1,0.1%,-13.2
CNC(=O)C(=O)NCC1OCCN1S(=O)(=O)c1ccc(C)cc1 (stereo not drawn),-7.2%,24.6
c1ccc(Nc2ncnc3sccc23)cc1,-27.0%,9.7
CCn1nnc(-c2ccccc2NC(=O)c2ccc(-n3cnnn3)cc2)n1,?,nt
OC(C#CCN1CCCC1)(c1ccccc1)c1cccc(F)c1 (stereo not drawn),?,nt
NC(=O)c1snnc1-c1ccccc1,3.7%,9.4
O=C(N/N=C/c1ccc(OCC(=O)N2CCOCC2)cc1)c1ccccc1Cl,?,nt
CCOc1ccc(NC(=O)CSc2ccccc2N)cc1,3.7%,11.8
CCOc1ccc(N2C(=O)CC(Sc3nc(C)cc(C)n3)C2=O)cc1 (stereo not drawn),9.1%,1.1
Cc1nn(-c2ccccc2)c(C)c1C(=O)NCCc1ccccc1,?,nt
CNC(=S)Nc1ccc(N2CCN(c3ccc(C(F)(F)F)cn3)CC2)nc1,?,nt
Cc1nc2ccc(NC(=O)N(C(C)C)C(C)C)cc2s1,?,nt
CCOCCCNC(=O)C1(O)c2cc(Br)ccc2NC(=O)N1c1ccc(C)c(C)c1 (stereo not drawn),5.3%,4.8
COc1ccc(C(=O)N2CCN(c3nc4cc(C)ccc4cc3C#N)CC2)c(OC)c1,i,-22.8
